# BL2 CD40 inh: inhibitors of CD40-induced NF-kB signaling, primary screen, BL2 cells, luciferase reporter, single point | CD40L-induced, 4 h | inhibition, % at 10 µM | 83,000 compounds, 0.94% hits | AID 1053188, 2014;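 active = mean inhibition of at least 50% with a set share of replicates also reaching that level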;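 note: 0% = neutral control wells and 100% = IKK inhibitor VII at 50 µM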
# An asterisk follows results filed as active; & = joins results of further samples; [ ] = dose if it differs, or a comment. The list is partial; count on the stated rates, not on these rows.
SMILES,BL2 CD40 inh
CN(C)c1ccc(/C=N/NC(=O)CNC(=O)c2ccco2)cc1,-15
CO[C@H]1CN(C)C(=O)c2cc(NC(=O)C3CC3)ccc2OC[C@@H](C)N(Cc2cc(F)ccc2F)C[C@@H]1C,19[25 µM]
C[C@H]1CN([C@@H](C)CO)C(=O)c2cc(NC(=O)CCN3CCOCC3)ccc2O[C@@H]1CN(C)S(=O)(=O)c1cccs1,-8[25 µM]
COc1ccc(S(=O)(=O)N(C)c2ccc(OCC(=O)Nc3cc(C)on3)cc2)cc1,10
COCCCNC(=S)NCCCNc1nc2cc(C)cc(C)c2cc1C#N,4
Cc1c(CC(Cl)(Cl)Cl)c2c(n1O)CC(C)(C)CC2=O,-2
O=C(CN1CCCCCC1)OCCN=C1NS(=O)(=O)c2ccccc21,1
CCOc1ccc(CCNC(=O)COC(=O)C2CC2)cc1OCC,24
C[C@@H]1CCCCO[C@H](CN(C)C(=O)c2ccncc2)[C@H](C)CN([C@@H](C)CO)C(=O)c2cc(NS(=O)(=O)c3cccs3)ccc2O1,-16[25 µM]
CCn1c(C(=O)O)c(CC(=O)NC2CCCCCC2)c2ccccc21,1
Nc1nonc1C(=O)OCC(=O)N1CCOCC1,6
CC(NC(=O)COC(=O)c1ccc2ccccc2n1)C1CC2CCC1C2 (stereo unspecified),13
O=C(Oc1cccc(-c2cnc3ccccc3n2)c1)c1ccco1,-58
O=S(=O)(c1cccc(C(F)(F)F)c1)N(CCCN1CCOCC1)Cc1cccs1,9
O=C(Cc1ccccn1)N1CC(=O)N2[C@H](CO)[C@@H](c3ccc(C#CC4CCCC4)cc3)[C@@H]2C1,0
CC(C)N1CCC(N2CCN(Cc3cc4c(cc3Cl)OCO4)CC2CCO)CC1 (stereo unspecified),4
COc1ccc(NC(=O)C2CCCN(c3cnccn3)C2)cc1 (stereo unspecified),0
OC[C@@H]1Nc2ccc(-c3cccc(F)c3)cc2[C@@H]2[C@H]1CCN2Cc1ccc(F)cc1,-2[25 µM]
CCC(CC)NC(=O)c1cccc(NC(=O)C(C)C)c1,6
OC(Cn1cncn1)(Cn1cncn1)c1ccc(F)cc1F,2[25 µM]
CC(NC(=O)C1CCCC1)c1ccc2c(c1)OCCO2 (stereo unspecified),11
COc1ccc(OC)c(CN2CCN(C(=O)c3ccc(NS(=O)(=O)c4cccc([N+](=O)[O-])c4)cc3)CC2)c1,5
COc1ccc(OCC(=O)OCCN(C)C)cc1,4
Cn1nnc2cc(C(=O)NCc3ccc4c(c3)OCO4)ccc21,26
CCOC(=O)c1c(NC(=O)Cn2c(=O)oc3ccccc32)oc(C)c1C(C)=O,7

# (listing goes on)
SMILES,BL2 CD40 inh
Nc1ccc(CSc2ccccc2)cc1,-8
CCCCn1cnc2c(SCc3ccccn3)nc(N)nc21,-17
Cc1ncc(CO)c(/C=N/NC(=O)c2cc3c(s2)CCCC3)c1O,19
CCOc1ccc(OCCC(=O)OCC(=O)Nc2ccc(Cl)cn2)cc1,22
O=C(CCC1CCCN(C(=O)c2ccncc2)C1)NCc1ccc(F)c(F)c1 (stereo unspecified),8
CN1CCc2c(sc3c2c(NCc2ccco2)nc2nnnn23)C1,-6
CCOC(=O)c1cnc(-c2ccccc2)nc1N,-82
CC1C(=O)N2CCCc3cc(NC(=O)COc4ccc(Cl)cc4)cc1c32 (stereo unspecified),-3
CO[C@H]1CN(C)C(=O)c2cc(NC(=O)Nc3cc(F)ccc3F)ccc2OC[C@H](C)NC[C@@H]1C,-3[25 µM]
Cc1ccc(C)c(S(=O)(=O)N2CCCC2CNC(=O)C(=O)NCCc2ccccc2)c1 (stereo unspecified),17
N#C[C@@H]1[C@@H](c2ccc(C#CC3CCCC3)cc2)[C@@H](CO)N1C(=O)c1cccc(F)c1,-4
CCn1cc(CNCc2ccc(OCC(O)CN(C)Cc3ccccc3)cc2)cn1 (stereo unspecified),7
O=C(O)CCC(=O)c1ccc2c(c1)OCCO2,-13
O=C(O)[C@@H]1Cc2ccccc2N1,-7
CCn1c(SCC(=O)Nc2oc(-c3ccccc3)c(-c3ccccc3)c2C#N)nnc1-c1cc(OC)cc(OC)c1,7
O=C(CC1OC(=O)c2ccccc21)NCC1COc2ccccc2O1 (stereo unspecified),1
Cc1ccc(S(=O)(=O)N2CCN(CC(O)CN3CCOCC3)CC2)cc1 (stereo unspecified),11
O=C(Nc1ccccn1)c1ccc(S(=O)(=O)N2CCCCCC2)cc1,-32
Cc1cccnc1NC(=O)c1ccc(S(=O)(=O)N2CCCCC2)cc1,2
CO[C@@H]1CN(C)C(=O)c2cc(NS(=O)(=O)c3ccc(Cl)cc3)ccc2OC[C@@H](C)N(C(=O)NC(C)C)C[C@@H]1C,-4[25 µM]
CC(=O)Nc1cccc2c1O[C@H](CN(C)C(=O)NC(C)C)[C@H](C)CN(C)C2=O,-6
O=S(=O)(c1ccccc1)N1[C@@H]2CNC[C@H]1C2c1ccc(-c2cccc(F)c2)cc1 (stereo partly specified),-6&-16
COc1ccc(N(CC(=O)NCc2ccccc2OC)S(=O)(=O)c2ccccc2)cc1,10
COc1ccc(S(=O)(=O)NCC2CCCN(C(=O)CNC(C)=O)C2)cc1 (stereo unspecified),3
O=C(Nc1ccccn1)c1cccc(S(=O)(=O)N2CCCc3ccccc32)c1,24

# Sorted by formula weight (descending): some entries from above
SMILES,BL2 CD40 inh
O=C(Nc1ccccn1)c1cccc(S(=O)(=O)N2CCCc3ccccc32)c1,24
Cc1ccc(S(=O)(=O)N2CCN(CC(O)CN3CCOCC3)CC2)cc1 (stereo unspecified),11
COc1ccc(S(=O)(=O)NCC2CCCN(C(=O)CNC(C)=O)C2)cc1 (stereo unspecified),3

# (continued)
SMILES,BL2 CD40 inh
COc1ccccc1N1CCN(Cc2cn[nH]c2-c2ccc(F)cc2)CC1,-1
COCCCN(CC(=O)O)S(=O)(=O)c1ccccc1,10
CN(C)CCCN=c1cc(-c2ccccc2)oc2ccc(Cl)cc12,-390
COC(=O)c1cc(/C=C/c2ccccc2)on1,-24
COc1ccc2c3c([nH]c2c1)[C@H](CO)N(C(=O)C1CCCCC1)CC31CN(S(C)(=O)=O)C1,7[25 µM]
CC12CC3CC(C)(C1)CC(CN)(C3)C2,-1
Nc1c(C(=O)Nc2ccc3c(c2)OCCO3)nnn1Cc1cccc(Cl)c1,-82
N#Cc1csc(CCNC(=O)c2ccccc2)n1,13
CN(C(=O)COC(=O)c1cc(=O)[nH]c2ccccc12)c1ccccc1,-26
COc1ccc(CNS(=O)(=O)c2ccc3c(c2)CCN3C(=O)C2CCC2)cc1,6
O=C1CSC(c2ccc(Cl)cc2)N1C1CCCCC1 (stereo unspecified),25
CC1(C)CC(=O)C(C2=NC(C)(C)Cc3ccccc32)=C(O)C1,-2
CC1(C)CC(NCc2ccc3c(c2)OCO3)CCO1 (stereo unspecified),2
CNC[C@H]1OCc2cn(nn2)CCCC(=O)N([C@@H](C)CO)C[C@@H]1C,-1[25 µM]
CN(C)C(=O)[C@@H]1[C@@H](CO)[C@@H]2Cn3c(cccc3=O)[C@@H]2N1C(=O)C1CCCC1,3
C/C(=N/N=C1/NC(=O)CC(C(=O)O)S1)c1ccccc1 (stereo unspecified),5
O=C(C1CCOCC1)N1CC(=O)N2[C@@H](CO)[C@@H](c3ccc(C#CC4CCCCC4)cc3)[C@@H]2C1,3[25 µM]
COc1ccccc1NC(=O)c1cnc(Nc2ccccc2OC)c2ccccc12,-22
CC(=O)c1ccc(N=C2SCCCN2C(=O)C2CCCC2)cc1,-17
CO[C@H](CN(C)S(=O)(=O)c1ccc(C)cc1)[C@@H](C)CN([C@@H](C)CO)S(=O)(=O)c1cccc(Cl)c1,18[25 µM]
C[C@@H]1CC=CC[C@H](c2cccc(Cl)c2)NC(=O)[C@@H](Cc2ccccc2)N(C)C(=O)c2ccccc2O1 (mixture of isomers),32[25 µM]
CC(=O)N1CCc2ccc([N+](=O)[O-])cc21,8
COc1ccc(NS(=O)(=O)c2cccc(C(=O)NNC(=O)CNC(=O)c3ccccc3Cl)c2)cc1,-1
CCOC(=O)c1cc(-c2ccc(F)cc2)n(CC(=O)NCc2ccccn2)c1C,3
N[C@@H](Cc1ccc(F)cc1)C(=O)O,11

# Next part:
SMILES,BL2 CD40 inh
Cc1ccccc1S(=O)(=O)N1CCCCN2[C@H](C1)[C@H](c1ccc(C#CCN(C)C)cc1)[C@@H]2CO,12[25 µM]
C[C@@H]1CN([C@@H](C)CO)C(=O)Cc2cc(NS(=O)(=O)c3cn(C)cn3)ccc2O[C@@H]1CN(C)C(=O)NC1CCCCC1,-6[25 µM]
CC1(C(=O)NS(=O)(=O)C2CC2)CCN(C(=O)c2ccccc2OC(F)(F)F)C1 (stereo unspecified),8
Cc1ccc(C)c(N2CCN(C(=O)c3ccc4nsnc4c3)CC2)c1,14
Cc1csc2c(N3CCN(C(=O)NC(C)(C)C)CC3)ncnc12,19
C/C(=N\OC(=O)c1ccccc1F)c1nccs1,18
Cc1ccccc1OCC(=O)OCC(=O)NC1CCCC1,3
OCc1nc2ccccc2n1/N=C/c1cccs1,-2
COc1ccccc1CNC(=O)COC(=O)C12CC3CC(CC(O)(C3)C1)C2,-11
O=C(c1cc2c(s1)-c1ccccc1OC2)N1CCN(c2ccccc2)CC1,25
O=C(O)C1C2CCC(C2)C1C(=O)NCCC1=CCCCC1 (stereo unspecified),8
CCOc1nc(C)cc(COC)c1C(N)=O,9
O=C(c1cc(-c2cccs2)nc2ccccc12)N1CCN(c2ccccc2)CC1,-24
Nc1nc(CCl)nc(Nc2ccccc2)n1,7
N/C(=N\OC(=O)CN1C(=O)c2ccccc2C1=O)c1ccc(Br)cc1,-4
O=C(Nc1ccc(NC(=O)c2cc3ccccc3o2)cc1)c1ccco1,-1
CCCNC(=O)N1[C@@H]2CN(C(=O)C3CC3)c3ccccc3[C@@H]2[C@@H]1CO,1
COc1ccc(C(CNC(=O)c2cccc3cccnc23)N(C)C)cc1 (stereo unspecified),-6
C[C@@H]1CN([C@@H](C)CO)C(=O)CCCn2cc(nn2)CO[C@@H]1CN(C)C(=O)CCC(F)(F)F,9[25 µM]
COc1ccc2c3c([nH]c2c1)[C@@H](CO)N(C(=O)Nc1ccc(F)cc1)CC31CCN(S(=O)(=O)c2cn(C)cn2)CC1,-5[25 µM]
CCCCC(=O)OCC(=O)c1[nH]c(C)c(C(C)=O)c1C,-77
O=C(NCc1ccncc1)c1cc(C(=O)C2CCCCC2)c[nH]1,6
CN1CCCN(C(=O)c2cccc3ccccc23)CC1,-5
Cc1cccc(OCCOC(=O)C2CCN(S(=O)(=O)c3cccs3)CC2)c1,7
CN1c2ccc(-c3cccc(F)c3)cc2[C@H]2[C@H](CCN2C(=O)c2ccncc2)[C@H]1CO,8[25 µM]

# The results go on.
SMILES,BL2 CD40 inh
O=[N+]([O-])c1cccc2cnccc12,11
Cc1cc(NC(=O)Cn2nc(C)c([N+](=O)[O-])c2C)no1,-12
CO[C@@H]1CN(C)C(=O)c2cc(NC(=O)c3ccc(F)cc3)ccc2OC[C@@H](C)N(C(=O)CC2CC2)C[C@@H]1C,7[25 µM]
CCCN1CCN(CCCNC(=O)Cn2ncc3c4ccccc4n(C)c3c2=O)CC1,-2
COc1cccc2cc(C(=O)NNC(=O)c3ccc(Br)cc3)c(=O)oc12,-3
CS(=O)(=O)N(CC(=O)Nc1ccccc1-c1ccccc1)c1ccccc1,10
CN(C(=O)CCN1C(=O)C(C)(C)Nc2ccccc21)c1ccccc1,16
N#Cc1c(Nc2ccccc2)sc(C(=O)C2CC2)c1N,1
O=C(COC(=O)c1ccccc1[N+](=O)[O-])NC(=O)c1ccccc1,-41
O=C(Cc1ccccc1[N+](=O)[O-])c1ccc2c(c1)OCO2,-60
CCCOc1c(Cl)cc(C(=O)NC)cc1OC,17
O=C(C[C@H]1CC[C@@H]2[C@H](COC[C@H](O)CN2CC2CCCCC2)O1)NCC1CC1,2
N#Cc1ccc(C(=O)OCC(=O)NC(=O)NCc2ccccc2)cc1,3
COCc1ccc(O)c2ncccc12,3
CN(CC(=O)Nc1ccccc1Cl)C(=O)Cn1cc(C(F)(F)F)ccc1=O,-1
C1CC1C(=NN=C(C1CC1)C1CC1)C1CC1,9
CNC[C@@H]1Oc2ccc(NC(=O)NC(C)C)cc2CC(=O)N(C)C[C@@H]1C,-11
CCOC(=O)c1[nH]c(C)c(C(=O)OCC(=O)N2CC(=O)Nc3ccccc32)c1C,11
CN1CCN(C(=O)C[C@H]2CC[C@H]3[C@@H](COc4ccc(NC(=O)c5cccs5)cc4C(=O)N3C)O2)CC1,-8[25 µM]
N#Cc1ccc(CSc2nnc3ccccn23)cc1,4
Cc1cc(CN2CCN(CC(=O)Nc3cc(C(F)(F)F)ccc3-n3cncn3)CC2)no1,-2

# Sorted by molecular weight (smallest number first): 16 of the compounds above.
SMILES,BL2 CD40 inh
O=[N+]([O-])c1cccc2cnccc12,11
COCc1ccc(O)c2ncccc12,3
C1CC1C(=NN=C(C1CC1)C1CC1)C1CC1,9
CCCOc1c(Cl)cc(C(=O)NC)cc1OC,17
Cc1cc(NC(=O)Cn2nc(C)c([N+](=O)[O-])c2C)no1,-12
O=C(Cc1ccccc1[N+](=O)[O-])c1ccc2c(c1)OCO2,-60
N#Cc1ccc(C(=O)OCC(=O)NC(=O)NCc2ccccc2)cc1,3
CNC[C@@H]1Oc2ccc(NC(=O)NC(C)C)cc2CC(=O)N(C)C[C@@H]1C,-11
CS(=O)(=O)N(CC(=O)Nc1ccccc1-c1ccccc1)c1ccccc1,10
O=C(C[C@H]1CC[C@@H]2[C@H](COC[C@H](O)CN2CC2CCCCC2)O1)NCC1CC1,2
CCOC(=O)c1[nH]c(C)c(C(=O)OCC(=O)N2CC(=O)Nc3ccccc32)c1C,11
CN(CC(=O)Nc1ccccc1Cl)C(=O)Cn1cc(C(F)(F)F)ccc1=O,-1
COc1cccc2cc(C(=O)NNC(=O)c3ccc(Br)cc3)c(=O)oc12,-3
CCCN1CCN(CCCNC(=O)Cn2ncc3c4ccccc4n(C)c3c2=O)CC1,-2
Cc1cc(CN2CCN(CC(=O)Nc3cc(C(F)(F)F)ccc3-n3cncn3)CC2)no1,-2
CN1CCN(C(=O)C[C@H]2CC[C@H]3[C@@H](COc4ccc(NC(=O)c5cccs5)cc4C(=O)N3C)O2)CC1,-8[25 µM]

# Compound activity deposited in PubChem BioAssay by Broad Institute.
